Bioassay records deposited in PubChem BioAssay by several laboratories.
PolyA inh – inhibitors of polyadenylation in S. cerevisiae; calls only at 12 µM; AID 1875; 300,000 compounds, 0.02% hits; S. cerevisiae SKY197-pL101 polyadenylation reporter, beta-gal luminescence; efflux-impaired pdr1/pdr3 knockout yeast; score 100 = 6 SD above DMSO;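 active means lowest replicate activity score at least 50, where 100 means six control SD above control mean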;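 further: yeast exposed to compound for 9 h at 30 °C; higher score means more reporter readthrough which indicates perturbed polyadenylation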
GSK3 alpha inh – inhibitors of human GSK-3 alpha kinase; P49840; ADP-Glo luminescence, 60 min; inhibition, % at 10 µM; 320,000 compounds, 0.1% hits;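 in the data active means inhibition above about 50%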;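 further: GST-tagged GSK-3 alpha with peptide substrate and 25 µM ATP; 0% = DMSO neutral wells and 100% = GW8510 positive control wells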
AI-2 QS modul – modulators of Vibrio harveyi AI-2 quorum sensing system | Vibrio harveyi JMH597 AI-2 luminescence/OD600 ratio, 9 h; hits give low values; strain lacks LuxN and CqsS sensors; 0 = neutral-control median | activity change, % at 7.5 µM | 300,000 compounds, 0.4% hits; in the data active means activity change below about -75%, passing the limit was not always enough;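 further: luminescence divided by OD600 gain over 9 h not by final OD600 alone; inactives centre near 13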
DYRK1A inh – Dyrk1A (rat) kinase inhibition | ADP-Glo luminescence, NFATc1 peptide | 310,000 compounds, 0.43% hits | inhibition, % at 12.5 µM; in the data active means inhibition above about 50%;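 further: plate controls were vehicle with enzyme for no effect and no enzyme for full effect; many of its hits are not listed in these tables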
HSP90 inh – HSP90 refolding inhibition in rabbit reticulocyte lysate; luciferase refolding luminescence, 3 h; AID 1789; inhibition, % at 5.6 µM; 290,000 compounds, 0.91% hits;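 active means inhibition above the screen-wide mean plus 3 SD, computed separately per campaign, cut at about 16% in these data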;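 further: 0% = DMSO wells and 100% = 60 µM geldanamycin wells; inhibitors lower the luminescence because luciferase stays unfolded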
GSK3B inh – human GSK3beta kinase inhibition; GST-GSK3beta kinase, ADP-Glo luminescence, 60 min; hits give low values; activity score (negative = inhibition), % at 10 µM; 300,000 compounds, 0.038% hits;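 active means more than half of replicate wells score below -50%, meaning over 50% inhibition versus plate controls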;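 further: 0% = median DMSO wells and -100% = median GW8510 positive control wells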
Target sequence (P49841 whole entry, looked up): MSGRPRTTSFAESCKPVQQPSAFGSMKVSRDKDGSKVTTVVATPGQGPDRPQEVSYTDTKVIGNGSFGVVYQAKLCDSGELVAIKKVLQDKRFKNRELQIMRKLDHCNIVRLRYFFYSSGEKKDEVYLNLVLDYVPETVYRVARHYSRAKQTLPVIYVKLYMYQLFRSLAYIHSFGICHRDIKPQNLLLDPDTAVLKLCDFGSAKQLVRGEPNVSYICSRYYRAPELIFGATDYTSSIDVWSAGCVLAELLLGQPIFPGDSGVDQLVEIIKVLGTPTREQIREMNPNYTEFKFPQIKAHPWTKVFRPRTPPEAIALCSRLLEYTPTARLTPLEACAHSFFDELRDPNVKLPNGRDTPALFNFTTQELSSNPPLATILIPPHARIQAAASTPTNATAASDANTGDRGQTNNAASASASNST
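Assay system: GST-fused GSK3beta enzyme, cell-free / Medium: Tris pH 7.5 buffer with MgCl2, DTT, BSA, heparin / Also added: peptide substrate plus 25 µM ATP (final) / Compound: 10 µM single point / Timing: kinase reaction with compound 60 min at room temperature / Detection: ADP-Glo luminescence / Benchmarks: DMSO neutral wells and GW8510 at 20 µM as positive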
HSF-1 act – increases HSF-1 driven luciferase reporter signal; NIH3T3-HGL HSF-1 luciferase reporter, MG132, 8 h; 100% = twice DMSO control signal; activation, % at 9 µM; 300,000 compounds, 1.7% hits; AID 504408;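 active means mean replicate activation of at least 50% with a set share of replicates each reaching 50%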;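 further: 0% = median of the neutral control wells and 100% = twice that signal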
Platelet DG rel – modulates dense granule release in human platelets | human platelet-rich plasma, SFLLRN dense granule ATP release, luminescence | inhibition, %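 (compounds screened at 7.5 µM in platelet-rich plasma)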 | 300,000 compounds, 0.22% hits | AID 1663;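 active means mean replicate score, as percent of positive control, at or above 50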
HSF1 inh – HSF1 inhibition; 300,000 compounds, 0.77% hits; activity change, negative = inhibition, % at 7.5 µM (by protocol); NIH3T3-HGL HSE-luciferase, MG132-induced, luminescence 8 h; hits give low values;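 active means more than half of replicate wells show activity change below -50%, luminescence cut by over half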;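 further: luciferase reports HSF-1 transcriptional activity via heat shock element; 0% = median of DMSO wells and -100% = zero luminescence signal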
HDAC3 inh – human HDAC3 inhibition; O15379; recombinant HDAC3, fluorogenic peptide/trypsin coupled, fluorescence; inhibition, % at 8.3 µM; 320,000 compounds, 0.15% hits; in the data active means inhibition above about 26%, passing the limit was not always enough
Target sequence (O15379 whole entry, looked up): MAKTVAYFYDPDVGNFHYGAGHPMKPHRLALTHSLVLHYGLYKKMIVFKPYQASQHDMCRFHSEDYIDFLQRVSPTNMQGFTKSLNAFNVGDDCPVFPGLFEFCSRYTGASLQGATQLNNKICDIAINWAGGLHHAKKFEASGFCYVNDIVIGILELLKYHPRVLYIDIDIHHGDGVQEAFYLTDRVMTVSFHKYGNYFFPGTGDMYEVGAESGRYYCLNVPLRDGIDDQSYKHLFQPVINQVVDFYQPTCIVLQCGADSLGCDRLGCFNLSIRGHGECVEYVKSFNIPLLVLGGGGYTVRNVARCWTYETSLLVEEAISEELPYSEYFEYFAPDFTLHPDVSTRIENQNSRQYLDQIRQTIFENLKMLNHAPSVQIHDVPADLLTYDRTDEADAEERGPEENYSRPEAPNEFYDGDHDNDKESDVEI
An asterisk follows results filed as active; i = inactive; / = not tested or not shown. Some of the compounds tested; rates above refer to the full screens.

SMILES	PolyA inh	GSK3 alpha inh	AI-2 QS modul	DYRK1A inh	HSP90 inh	GSK3B inh	HSF-1 act	Platelet DG rel	HSF1 inh	HDAC3 inh
COc1ccc(CNC(=O)CN(C(=O)c2csnn2)c2ccc(F)cc2)cc1	i	-3	/	-1	0	/	22	5	-2	-5
O=C(O)Cc1ccc(NC(=O)Nc2cccc3ccccc23)cc1	i	-1	13	/	-3	1	-26	-4	-13	2
O=C(C1=C[C@H](C2CCCCC2)C[C@H](OCCCCO)O1)N1CCOCC1	i	-1	-2	1	14	2	2	3	2	-4
O=C(c1ccc(NC(=O)C2(c3ccccc3)CCCC2)cc1)N1CCOCC1	i	-1	0	/	2	-1	2	-1	-2	4
C=CCNC(=S)N/N=C/c1ccc(C)c([N+](=O)[O-])c1	/	0	/	-2	2	/	/	/	/	9
COc1ccc(N2C3=[N+](CCCC3)CC2(C)O)cc1 (stereo not drawn)	i	1	30	-1	/	-5	-8	-2	-5	-2
O=S(=O)(Nc1ccc(-c2ccc3nncn3n2)cc1)c1cccs1	i	0	22	-8	/	2	0	0	-7	0
CC1CCCC(NC(=O)COC(=O)c2c[nH]c(=O)[nH]c2=O)C1C (stereo not drawn)	/	-3	/	8	-1	/	/	/	/	0
CCO[C@H]1OC(C(=O)NCc2ccccc2)=C[C@@H](c2ccc(Br)cc2)[C@@H]1CCCO	i	-4	13	1	0	3	6	-3	8	13
O=C(/C=C/c1cccc(Cl)c1)NCc1ccncc1	i	-1	-43	2	5	1	2	-2	3	3
Cc1cccc(NC(=O)CN2C(=O)S/C(=C\c3cc(C)n(C)c3C)C2=O)c1	i	-5	25	-1	2	-2	4	8	2	-6
COc1ccc(NC(=O)Nc2ccc(Br)c(C)c2)cc1	i	0	-6	-3	-1	-3	/	-10	/	2
O=C(COn1nnc2ccc(Cl)cc21)Nc1ccc(F)cc1	i	2	-35	-1	1	2	0	-4	3	1
O=C(CSc1nncn1-c1ccccc1)Nc1ccccc1F	i	3	3	-4	-2	4	13	-12	12	-10
CCOc1cccc(-c2nc3cc(C)ccc3o2)c1	i	-25	20	-4	-2	3	20	2	21	2
CC1CCCCC1NC(=O)CCC(=O)N1CCOc2ccc(Cl)cc21 (stereo not drawn)	i	0	11	13	1	-1	-3	7	3	2
COc1ccc(/C=C2\C(=O)ON=C2c2cccc([N+](=O)[O-])c2)cc1	i	-14	32	/	-2	3	/	2	/	1
CC(=O)NC(=S)NNC(=O)C(c1ccccc1)c1ccccc1	i	-1	-87*	1	-6	0	-6	11	4	4
O=C(NCCCO)/C(=C\c1cn(-c2ccccc2)nc1-c1cccnc1)NC(=O)c1ccccc1	i	0	21	6	-3	1	5	8	0	0
CCOC(=O)c1c(C)c(C(=O)NCCc2ccccc2)c(C)n1C	i	1	6	1	-2	-10	77*	2	40	3
Cc1nnc2c(NC(C)C)nc3ccccc3n12	i	-2	30	5	0	0	8	-3	6	1
CC12C=CC3(O1)C(C(=O)N(c1ccccc1)C3C(=O)NC1CCCC1)C2C(N)=O (stereo not drawn)	i	0	11	-2	1	2	4	-2	-2	1
c1ccc(CSc2ncccn2)cc1	i	-1	14	-1	4	-1	9	-1	-3	-3
N=c1c2c(n(Cc3ccc([N+](=O)[O-])cc3)c3c1CCC3)CCCC2	i	-2	9	5	-3	2	-2	0	-3	0
COc1ccc(C(C)=O)cc1COC(=O)c1ccc2c(c1)OCO2	i	-2	0	-5	-6	-2	-12	-5	-2	-8
CCn1ncc(C(=O)Nc2cc(C)on2)c1C	i	-4	15	-2	1	-3	/	-5	/	3
Cc1ccc(CNC(=O)C2CCCN(S(C)(=O)=O)C2)cc1 (stereo not drawn)	i	-2	-1	-6	3	0	1	6	-9	4
Cc1ccc(NC(=O)N2CCC(c3nc4c(nnn4Cc4cccc(Cl)c4)c(=O)[nH]3)CC2)cc1	i	-1	43	-7	3	1	-1	-3	4	5
COCCn1c(=S)[nH]c2cc(C(=O)N3CC(C)CC(C)C3)ccc2c1=O (stereo not drawn)	i	-7	-53	6	-2	1	-5	-16	-1	-3
CCOC(=O)Cc1csc(NC(=O)c2cccc(N3C(=O)CCC3=O)c2)n1	i	-1	0	4	-1	-4	/	-8	/	1
Cc1nc(CNS(=O)(=O)c2cc(F)ccc2F)cs1	i	-2	5	-7	-4	-5	-5	-12	-2	-8
Cn1cccc1C1C=C(c2ccc(C(C)(C)C)cc2)Nc2ncnn21 (stereo not drawn)	/	5	23	3	/	1	15	-4	6	0
CN(CCC#N)CC(=O)Nc1ccc(NC(=O)CN(C)CCC#N)cc1	i	6	28	/	-4	1	10	2	4	-2
COC(=O)c1ccc2c(=O)n(CCCCCC(=O)N3CCN(c4ccc(F)cc4)CC3)c(=O)[nH]c2c1	i	-2	19	-2	10	-3	-3	0	0	6
Cc1ccc(C(=O)Nc2ccncc2)c(C)c1	i	-8	13	3	1	-2	-5	1	-3	2
COC(=O)C1=C(C(=O)OC)[C@@H]2Nc3ccccc3[C@@]23C[C@@H](C(=O)OC)N(C(=O)COCc2ccccc2)C3=N1	i	-2	10	4	/	0	-3	3	0	7
COCCN(C(=O)c1ccco1)c1nnc(-c2ccc(F)cc2)s1	i	2	22	0	3	0	14	-8	10	3
Cc1cccc(C)c1OCC(=O)Nc1ccc2c(c1)OCCO2	i	0	-12	1	-2	0	38	0	12	-2
Cc1cc(C)nc(SCc2cc(=O)c(OC(=O)c3ccc(Br)o3)co2)n1	i	-1	12	23	-7	0	3	-5	-1	5
COc1ccc(N2CC(C(=O)N3CCC(c4nc5ccccc5[nH]4)CC3)CC2=O)cc1 (stereo not drawn)	i	/	13	-7	/	-3	-16	13	-3	/
CC1(C)CC2CC(C)(CN2C(=O)c2cc(-c3ccc(O)cc3)on2)C1 (stereo not drawn)	i	0	21	8	-1	-1	-17	0	-2	2
Cc1cc(NC(=O)c2cn(C3CCCCC3)c(=O)c3c2c2ccccc2n3C)no1	i	-2	25	-1	1	0	7	5	-3	-1
CCCN(CC(=O)Nc1ccc(F)c(F)c1F)C(=O)Cn1c(=O)cnc2ccccc21	/	-1	9	2	/	-3	-8	-9	-2	-2
FC(F)(F)Oc1ccc(NC(=S)Nc2ccccc2N2CCOCC2)cc1	i	1	-1	0	-1	5	-18	0	-12	4
CCCOC1CCCN(C(=O)c2cc(COc3c(F)cccc3F)on2)C1 (stereo not drawn)	i	0	15	17	-3	0	58*	-4	42	10
Cc1nc2ccccc2n1CC(=O)NC1CCCCCC1	i	-2	13	1	-1	1	2	1	-10	6
CCNC(=S)Nc1ccc(OCC)cc1	i	-1	13	1	1	-6	-51	-10	-35	-3
O=C(O)CCCCCCCCCCP(=O)(c1ccccc1)c1ccccc1	i	-2	6	-2	-1	-1	-4	4	-8	-25
COc1cccc(NC(=O)Nc2cc(C)ccc2OC)c1	i	-3	-1	-3	1	2	-8	0	-5	8
OCc1cn(-c2ccccc2)nc1-c1cccnc1	i	9	28	10	-3	1	6	-1	2	0
O=C(CCC(=O)c1ccc(Cl)cc1)OCC(=O)c1ccccc1	i	-3	19	0	-1	3	10	-2	-6	0
O=C(O)C1CCCCN1S(=O)(=O)c1ccccc1 (stereo not drawn)	i	-2	0	22	1	0	-11	-3	-5	-3
CN(C(=O)CN1C(=O)S/C(=C\c2ccc(Cl)cc2)C1=O)C1CCS(=O)(=O)C1 (stereo not drawn)	i	0	23	5	1	1	-2	-8	4	0
O=C(NC1CCCC1)c1cccc(NC(=O)c2ccco2)c1	i	1	20	-6	-12	-1	-8	-2	4	-1
CCCCN(CCCC)S(=O)(=O)c1ccc(NC(=O)Cc2cccs2)cc1	i	2	24	2	1	2	-26	-2	-14	6
O=C(c1ccccc1Cl)N1CCSCC1	i	-1	0	-5	4	0	29	-2	-3	-4
Cn1cc(Br)c(C(=O)NC(=S)N2CCN(c3ccccn3)CC2)n1	i	-8	27	9	-1	2	-1	-1	-4	-2
CCn1nc(C)cc1C(=O)N1CCCC(N2CCN(c3ccccc3OC)CC2)C1 (stereo not drawn)	i	-1	3	-11	2	-1	-7	10	-5	-4
CCOC(=O)c1c(NC(=O)COC(=O)CNC(=O)c2ccc(Cl)cc2Cl)sc(C(=O)N(C)C)c1C	i	-2	9	/	/	1	4	13	-3	/
CCCCC(=O)Nc1ccc(NC(=S)NC(=O)CCCCl)cc1OC	i	-2	27	-3	-1	0	12	1	-7	-6

Compounds from the list above containing bromine, in the order listed:
SMILES	PolyA inh	GSK3 alpha inh	AI-2 QS modul	DYRK1A inh	HSP90 inh	GSK3B inh	HSF-1 act	Platelet DG rel	HSF1 inh	HDAC3 inh
CCO[C@H]1OC(C(=O)NCc2ccccc2)=C[C@@H](c2ccc(Br)cc2)[C@@H]1CCCO	i	-4	13	1	0	3	6	-3	8	13
COc1ccc(NC(=O)Nc2ccc(Br)c(C)c2)cc1	i	0	-6	-3	-1	-3	/	-10	/	2
Cc1cc(C)nc(SCc2cc(=O)c(OC(=O)c3ccc(Br)o3)co2)n1	i	-1	12	23	-7	0	3	-5	-1	5
Cn1cc(Br)c(C(=O)NC(=S)N2CCN(c3ccccn3)CC2)n1	i	-8	27	9	-1	2	-1	-1	-4	-2

Next entries:
SMILES	PolyA inh	GSK3 alpha inh	AI-2 QS modul	DYRK1A inh	HSP90 inh	GSK3B inh	HSF-1 act	Platelet DG rel	HSF1 inh	HDAC3 inh
Cc1c(NC(=O)c2cc3ccccc3oc2=O)c(=O)n(-c2ccccc2)n1C	i	-4	22	-4	-1	-1	/	-9	/	4
COc1ccc(NC(=O)/C(C#N)=C\c2cc(C)n(-c3ccc4c(c3)OCO4)c2C)cc1	i	-1	17	-1	1	-2	-11	6	-12	8
CC(=O)N1CC(C)Oc2ccc(S(=O)(=O)NC(CC(=O)O)c3ccccc3)cc21 (stereo not drawn)	i	-1	14	3	-7	0	-14	-4	-12	-5
Cc1ccc(C(=O)COC(=O)CCN2C(=O)C3C4CCC(C4)C3C2=O)cc1[N+](=O)[O-] (stereo not drawn)	i	2	2	0	1	-2	-4	10	-2	7
COc1ccc(S(=O)(=O)N(CC(=O)NCC2CCCO2)c2ccc(F)cc2)cc1OC (stereo not drawn)	i	5	3	0	0	1	-17	0	-7	2
COc1ccc(OC)c(/C=N/n2c(-c3n[nH]c4c3CCC4)n[nH]c2=S)c1	i	17	24	4	-1	-1	8	-2	-2	-6
CCn1c(=O)cc(OCC(=O)Nc2ccccc2C#N)c2ccccc21	i	-1	14	-3	-3	1	18	28	-1	-6
CC(C)(C)[C@H]1C=C(C(=O)NCc2nc3ccccc3[nH]2)O[C@@H](OCc2ccc(CO)cc2)C1	i	2	19	-2	/	-2	-48	3	-28	-1
C=CCNC(=O)/C(=C\C=C\c1ccccc1)NC(=O)c1ccccc1Cl	i	-1	-4	-8	2	1	-2	8	-5	1
COc1ccc(OC)c(CCNC(=O)c2ccc(NC3=NC4CS(=O)(=O)CC4S3)cc2)c1 (stereo not drawn)	i	2	23	4	2	-4	0	-3	-2	4
COc1cc(OC)c(N(C)C(=O)c2cn(C)c(=O)c3cc(OC)c(OC)cc23)cc1Cl	i	3	15	-3	2	0	6	0	-7	54*
